# Screening data: PubChem, National Center for Advancing Translational Sciences (NCATS)
# FBPA coupling cs: inhibits coupling enzyme system, counter-screen for aldolase hits; 0.67% of 290,000 active; coupling enzyme system counterscreen, AmpLite Red fluorescence; activity change, negative = inhibition, % at 58.2 µM, hits read low; AID 2472; in the data active = activity change below about -30%; note: % is set by controls: 0 for no effect and ±100 for the full control effect
#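 Counterscreen of the coupled detection system alone, without aldolase: glyceraldehyde-3-phosphate coupling enzymes plus AmpLite Red readout. Compounds at 57.5 uM final, 10 min RT preincubation, 20 min RT reaction, fluorescence 525/598 nm.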
# uPA surface inh: inhibitors of cell surface uPA generation. cell surface uPA generation assay, qHTS. Potency, µM (titrated, usually from 38.3 µM), inactives show at the top dose activity change, negative = inhibition, usual class: inhibitors. 0.31% of 330,000 active. AID 540303; active = well fitted inhibition curve with a large enough effect; inconclusive = small, poorly fitted or top-dose-only effect; inactive = no such curve, though single readings can be large or run the other way; tested in mouse RAW 264.7 cells; note: potency is the fitted concentration of half-maximal effect; % is set by controls: 0 for no effect and ±100 for the full control effect; nearly all actives have a fitted effect of over 55% in size
# VP16 counter: Gal4-VP16 reporter inhibition counter-screen; Drosophila S2 Gal4-VP16 UAS-luciferase, luminescence, 20 h; Potency, µM (highest dose often 53.6 µM), for inactives: at the top dose activity, negative = inhibition, hits mostly inhibitors; 3.5% of 310,000 active; AID 2546;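 note: Gal4-VP16 expression switched on by copper sulfate through the metallothionein promoter; potency is the fitted concentration of half-maximal effect; % is set by controls: 0 for no effect and ±100 for the full control effect; nearly all actives have a fitted effect of over 50% in size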
# FLuc modulator: counter-screen for miR-21 project: firefly luciferase inhibitors or activators | P08659 | purified FLuc, Km substrates, luminescence inhibition | Potency, µM (doses to about 57.5 µM), without a hit: top-dose activity change, negative = inhibition, most hits filed as inhibitors | 6.9% of 360,000 active | AID 588342;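 note: potency is the fitted concentration of half-maximal effect; plate controls were vehicle for no effect and reference inhibitor for full effect; nearly all actives have a fitted effect of over 55% in size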
# Target sequence (P08659 whole entry, looked up): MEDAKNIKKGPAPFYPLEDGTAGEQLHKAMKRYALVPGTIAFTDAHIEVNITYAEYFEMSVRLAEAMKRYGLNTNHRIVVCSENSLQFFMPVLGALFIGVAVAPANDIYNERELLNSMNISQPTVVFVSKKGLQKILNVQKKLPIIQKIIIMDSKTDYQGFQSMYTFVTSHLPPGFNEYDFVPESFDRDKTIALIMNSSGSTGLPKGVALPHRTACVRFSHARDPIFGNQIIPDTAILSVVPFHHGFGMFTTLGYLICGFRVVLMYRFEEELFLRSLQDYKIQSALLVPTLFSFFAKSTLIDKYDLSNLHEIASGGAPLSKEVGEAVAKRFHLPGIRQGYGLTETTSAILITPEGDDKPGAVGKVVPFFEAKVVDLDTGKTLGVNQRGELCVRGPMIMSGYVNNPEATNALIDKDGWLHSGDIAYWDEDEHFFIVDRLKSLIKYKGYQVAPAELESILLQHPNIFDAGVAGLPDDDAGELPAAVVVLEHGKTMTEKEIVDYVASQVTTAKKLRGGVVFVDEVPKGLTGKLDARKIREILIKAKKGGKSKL
#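 Biochemical qHTS of compounds, final roughly 60 µM downward over six points, against 10 nM purified firefly luciferase using Km concentrations of substrates (10 uM D-luciferin, 10 uM ATP) in Tris acetate pH 7.5 buffer; luminescence output.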
# NPC1 promoter act: activates the NPC1 promoter. 2.4% of 320,000 active. Huh7 NPC1 promoter luciferase reporter, 24 h. Potency, µM (top dose mostly 9.22 µM), for the others: top-dose activation, usual class: activators;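 note: potency is the fitted concentration of half-maximal effect; % of control where 0% means no effect; nearly all actives have a fitted effect of over 60% in size; reporter is driven by a mutant NPC1 promoter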
#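 Stable NPC1-promoter luciferase Huh7 line; cpd (DMSO) 24 h, 37 °C, 5% CO2; Amplite luciferase reagent 10 min RT; luminescence readout. qHTS format.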
# Rab9 promoter act: activators of Rab9 promoter; Huh7 Rab9 promoter-luciferase reporter, luminescence, 24 h; Potency, µM (series often up to 9.22 µM), for inactives: at the highest dose activation, negative = inhibition, usual class: activators; 2.8% of 320,000 active; AID 485297; note: potency is the fitted concentration of half-maximal effect; % of control where 0% means no effect; nearly all actives have a fitted effect of over 60% in size
#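 Cells were plated at 1500 per well in reduced-serum medium with 10% FBS and left 2 h. Compound in DMSO was then added for 24 h at 37 °C. Reporter signal was read by luminescence after 10 min with luciferase detection reagent.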
# KCNH2 3.1 block: blocks the human KCNH2 3.1 channel isoform; activity change, % (tested at about 1.8 µM); 0.95% of 340,000 active; U2OS KCNH2 3.1, thallium flux FluxOr; active compounds read low; AID 720553;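 active = maximum activity change below -70%; inconclusive = maximum activity change from -70% to -50%; inactive = maximum activity change above -50%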;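 note: thallium influx rate constant from kinetic fluorescence after stimulation buffer; % is set by controls: 0 for no effect and ±100 for the full control effect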
#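 Channel expression came from 3.1 mutant virus (1.77 x 10^8 /mL) applied to suspended U2OS cells for 4 h. Flux was tracked with FluxOr dye plus Red40 quencher, and kinetic rate constants normalized to controls.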
# Tb PFK inh: inhibitors of T. brucei phosphofructokinase. O15648. T. brucei PFK, ADP-Glo luminescence. Potency, µM (highest dose often 57.5 µM), without a hit: at the top dose activity, negative = inhibition, most hits filed as inhibitors. 0.17% of 330,000 active. AID 485367;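 note: potency is the fitted concentration of half-maximal effect; 0% = uninhibited 1x PFK enzyme wells and -100% = no-enzyme wells; nearly all actives have a fitted effect of over 60% in size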
#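 Luminescent ADP detection (ADP-Glo, two-step: ATP depletion then ADP-to-ATP conversion for luciferase) reported PFK activity after 45 min room-temperature reaction of 1.25 nM enzyme with 0.5 mM F6P and 0.1 mM ATP at pH 8.0.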
# ELG1 genotox: genotoxicity induction in ELG1-luciferase HEK293T cells | HEK293T ELG1-luciferase reporter, luminescence, 16 h | Potency, µM (series often up to 46 µM), without a hit: top-dose activity change, positive = activation, hits mostly activators | 1.3% of 330,000 active; note: potency is the fitted concentration of half-maximal effect; % of control where 0% means no effect; nearly all actives have a fitted effect of over 60% in size
#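 HEK293T cells expressing luciferase-tagged ELG1 were treated with compound or DMSO for 16 hr at 37°C. Luciferase activity was then read after 30 min with ONE-Glo at room temperature; rising signal flags genetic stress.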
# Giardia killer: Giardia lamblia killing; Giardia lamblia trophozoite viability; activity change, % at 7.66 µM, hits read low; 0.15% of 340,000 active; AID 540267; in the data active = activity change below about -80%; inconclusive = between about -30% and that limit;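 note: parasites exposed to compound for two days anaerobically before the ATP read; % is set by controls: 0 for no effect and ±100 for the full control effect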
#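 Each well holds 100 Giardia trophozoites and compound. After two days (48 hrs) at 37 deg C in anaerobic conditions, ATP is quantified by luminescence.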
# RORgamma inh: inhibitors of mouse ROR gamma transcriptional activity; Potency, µM (top dose mostly 53.6 µM), for the others: at the top dose activity change, negative = inhibition, hits mostly inhibitors; P51450; AID 2551; 5.4% of 310,000 active; Drosophila S2 Gal4-RORgamma UAS-luciferase reporter, 20 h; note: potency is the fitted concentration of half-maximal effect; % is set by controls: 0 for no effect and ±100 for the full control effect; nearly all actives have a fitted effect of over 60% in size
# Target sequence (P51450 whole entry, looked up, the tested form may be a part): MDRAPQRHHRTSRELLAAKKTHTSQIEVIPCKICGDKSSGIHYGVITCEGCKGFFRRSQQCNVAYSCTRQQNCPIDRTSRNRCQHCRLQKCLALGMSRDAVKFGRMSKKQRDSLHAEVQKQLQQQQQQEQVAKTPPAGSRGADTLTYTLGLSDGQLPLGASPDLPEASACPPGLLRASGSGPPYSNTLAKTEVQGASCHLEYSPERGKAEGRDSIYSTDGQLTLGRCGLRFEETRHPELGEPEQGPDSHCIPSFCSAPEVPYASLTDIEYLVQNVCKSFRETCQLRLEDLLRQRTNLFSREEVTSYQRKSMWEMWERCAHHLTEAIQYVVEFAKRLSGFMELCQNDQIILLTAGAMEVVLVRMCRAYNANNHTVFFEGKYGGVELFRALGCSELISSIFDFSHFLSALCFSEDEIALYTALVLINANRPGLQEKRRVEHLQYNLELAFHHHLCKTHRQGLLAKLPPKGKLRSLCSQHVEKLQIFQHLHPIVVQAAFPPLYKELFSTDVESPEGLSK
#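 ROR gamma transcriptional activity was tracked as Gal4-UAS luciferase output in stably transfected Drosophila Schneider cells, with compound added 1 hr before 700 uM copper sulfate induction and a 20 hr ambient-temperature incubation.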
# An asterisk follows results filed as active; ? = inconclusive; · = no result given; & = joins results of further samples; [ ] = another dose, or the depositor's remark. Unless noted, calls come from the whole dose curve; as a rule, active = well fitted curve in the direction sought with a large enough effect; inconclusive = small, poorly fitted or top-dose-only effect, or another doubt; inactive = no such curve, though single readings can be large; an effect the other way counts as inactive or inconclusive.
SMILES,FBPA coupling cs,uPA surface inh,VP16 counter,FLuc modulator,NPC1 promoter act,Rab9 promoter act,KCNH2 3.1 block,Tb PFK inh,ELG1 genotox,Giardia killer,RORgamma inh
O=S(=O)(Nc1ccc(S(=O)(=O)N2CCOCC2)cc1)c1ccc(Br)cc1,4,1%,11%,2%,2%,1%,0,3%,-2%,1,-2%
Cc1cc(C(=O)COC(=O)CC2Sc3ccccc3NC2=O)c(C)n1-c1ccccc1 (stereo unspecified),-6,2%,?,6µM*,15%,18%,-12,4%,8%,1,?
Cc1cc(NC(=O)C2CC2)ccc1NC(=O)c1cccs1,-1,2%,-1%,2%,-7%,-4%,37,2%,2%,-3,14%
CCCSc1ccc([C@@H]2[C@H]3C(=O)N(CC)C(=O)[C@H]3[C@]3(C(=O)OC)CCCCN23)cc1OC,·,16%,·,5%,-1%,1%,5,0%,-9%,36[activator],·
CC(=O)c1ccc(NC(=O)CS(=O)(=O)c2cn(CC(=O)N3CCOCC3)c3ccccc23)cc1,2,-10%,-1%,-1%,0%,10%,-5,1%,-1%,1,15%
O=C(c1cccc(C(F)(F)F)c1)N1CCc2c([nH]c3ccccc23)C1C(F)(F)F (stereo unspecified),3,-1%,-10%,-1%,2%,-3%,9,0%,-9%,-2,53%
COc1ccc(C(=O)Oc2ccc3c(C)cc(=O)oc3c2C(C)=O)cc1,-1,6%,4%,5%,-5%,1%,4,1%,0%,-5,-5%
CS(=O)(=O)c1ccc(Cl)c(NC(=O)Cc2c(F)cccc2Cl)c1,0,0%,15%,4%,-7%,0%,-19,4%,?,-18,-4%
COCCCn1c(C23CC4CC(CC(C4)C2)C3)n[nH]c1=S,1,4%,6.3µM*,-2%,-9%,-5%,-14,-8%,-1%,8,5µM*
COc1cc(C(=O)NCC(=O)N/N=C/c2ccco2)cc(OC)c1OC,0,-1%,-5%,2%,-2%,1%,11,0%,4%,-7,-23%
O=C(Nc1ccccc1N1CCOCC1)c1cnccn1,-1,9%,4%,1%,-8%,4%,-7,-4%,1%,14,-17%
COCC(=O)N/N=C\c1cccc(OC)c1OC/C=C/c1ccccc1,-3,-2%,?,?,-5%,-4%,-10,-1%,·,13,13µM*
COC(/C=C/Nc1ccc(Br)cc1)=C(C#N)C#N,-1,6%,2%,0%,-2%,-3%,3,5%[0.46 µM],1%,7,3%
C=CCN1CC(=O)N2C(c3ccccc3)c3[nH]c4ccccc4c3C[C@H]2C1=O (stereo partly specified),-2,-2%,-2%,0%,5%,9%,37,-24%,-1%,2,1%
O=C(NCCCn1ccnc1)C1c2ccccc2Oc2ccccc21,1,-1%,1%,0%,-4%,3%,-6,0%,-3%,-9,-4%
CCN(c1ccccc1)S(=O)(=O)c1ccc(N2CCN(c3ccc(OC)cc3)CC2)nc1,·,-2%,·,·,·,·,2,-11%,2%,6,·
CC(C)(C)OC(=O)[C@H](Cc1ccccc1)NC(=O)c1nc[nH]c1C(=O)NC1CCN(C(=O)OC(C)(C)C)CC1,-9,-4%,7.1µM*,-2%,2%,11%,3,-5%,-11%,16,5µM*
CCC(C)NC(=O)c1ccc2c(c1)N(Cc1ccccc1)C(=O)CS2 (stereo unspecified),-1,-2%,-9%,-2%,-2%,-2%,-6,-2%,-5%,-4,-2%
COc1ccccc1NC(=O)Cc1c(F)cccc1Cl,-3,-1%,-1%,5%,-1%,-8%,16,6%,3%,-11,-17%
Cc1ccc2c(c1)N(C(=O)CCC(=O)NCCN1CCOCC1)CCO2,0,?,3%,1%,1%,-1%,23,-8%,1%,7,-24%
COc1ccc(CNS(=O)(=O)CCNC(=O)c2cccc(OC)c2)cc1,·,7%,·,0%,-3%,-1%,-33,-6%,9%,13,·
CCOc1ccc(C2Nc3ccc4ccccc4c3-c3c2c(=O)oc2ccccc32)cc1 (stereo unspecified),1,8%,-4%,1%,-1%,-4%,-39,-5%,?,-4,40%
Cc1cc(NC(=O)CN(C)S(=O)(=O)c2cccc(Cl)c2)no1,-17,1%,-5%,-2%,-1%,-2%,3,1%,-11%,12,?
CN(N=Nc1cccc([N+](=O)[O-])c1)c1ccccc1,-1,1%,10%,9.5µM*,?,?,5,-3%,?,-1,-10%
CC(=O)N1[C@H](Cc2ccccc2)C=C[C@]1(C)C(=O)NCCc1c[nH]c2ccccc12,2,14%,8%,-2%,-5%,-2%,-2,-1%,-1%,21,29%
S=C(c1ccc(-c2ccc(Cl)cc2Cl)o1)N1CCCC1,-4,4%,-11%,11µM*,?,?,4,-8%,10%,14,-12%
Cc1ccccc1-c1nc(C#N)c(NCc2ccco2)o1,0,4%,-9%,?,-2%,-9%,-11,-1%,0%,0,2%
COc1ccc(NC(=O)c2sc3ncn(CC(=O)N4CCCCC4)c(=O)c3c2C)cc1OC,-2,-8%,15%,-5%,0%,-2%,-17,2%,1%,-9,-2%
O=C1CC(NS(=O)(=O)c2cc(F)ccc2F)CN1c1cccc(F)c1 (stereo unspecified),·,2%,·,-1%,-1%,1%,-23,-9%,-1%,-1,·
O=C(NCc1ccccn1)c1cn(-c2ccccc2)nc1-c1ccc(Cl)cc1,0,1%,0%,19µM*,-2%,-5%,3,-13%,0%,0,37%
CCCN1C(=O)/C(=C/c2c(NCCCOCC)nc3c(C)cccn3c2=O)SC1=S,0,-4%,1%,-6%,-1%,-6%,0,-1%,-8%,18,8%
CCOCCCNC(=O)C(NC(=O)c1ccc(NC(C)=O)cc1)c1ccc(Cl)cc1 (stereo unspecified),9,-2%,-7%,0%,0%,-1%,43,0%,0%,1,5%
Cc1[nH][nH]c(=O)c1C(c1ccc(-c2ccc(Cl)cc2Cl)o1)c1c(C)[nH][nH]c1=O,-58*,·,2%,?,-13%,-15%,·,-18%,0%,·,32%
Cc1ccc(C(=O)Nc2ccc(C(=O)N3CCCCC3)cc2)o1,·,-8%,-4%,24µM*,?,?,-16,-14%,?,-18,-22%
COCCCNC(=O)C(CC(N)=O)NC(=O)OCc1ccccc1 (stereo unspecified),0,-2%,2%,-1%,-4%,3%,-3,3%,1%,7,7%
O=c1ccc(/C=C/c2ccccc2)nn1Cc1ccccc1,-1,7%,15%,-1%,1%,1%,·,3%,-1%,10,18%
c1cncc(-c2nc(N3CCOCC3)c3ccccc3n2)c1,2,3%,-11%,0%,1%,-1%,21,0%,-6%,-26,-8%
CCOc1ccc2oc(C(=O)N3CC(C)OC(C)C3)c(C)c2c1 (stereo unspecified),·,0%,-12%,-11%,-1%,15%,2,3%,3%,-2,-31%
CC(=O)N1N=C2c3ccccc3CCC2C1c1cccs1 (stereo unspecified),4,-11%,8%,-7%,-4%,-3%,-7,-3%,-1%,-3,3%
Cc1ccc(Cl)cc1NC1=C/C(=N\S(=O)(=O)c2cccs2)c2ccccc2C1=O,-46*,-17%&-19%,5µM*,-3%,-13%,-19%,-12&-8,0%,-27%,2&-22,-92%
O=S(=O)(NCCc1ccncc1)c1cc(Br)ccc1F,3,2%,-1%,2%,-3%,-6%,6,-2%,1%,-5,15%
CCN1C2OC3OC4C(OC3OC2N(CC)S1(=O)=O)N(CC)S(=O)(=O)N4CC (stereo unspecified),2,4%,-2%,7%,-2%,0%,3,0%,0%,0,9%
CN(C(=O)c1cccs1)C1(C)CCS(=O)(=O)C1 (stereo unspecified),·,2%,-6%,1%,-1%,0%,-21,-8%,0%,-18,-14%
Cn1ccc(NC(=O)c2ccc(Cl)cc2)n1,·,-6%,·,?,4%,19%,-4,1%,?,6,·
Cc1ccc(C(=O)N/N=C2/NC(=O)CC(C(=O)Nc3ccccc3)S2)cc1 (stereo unspecified),5,-4%,5.6µM*,?,-1%,-8%,5,1%,9%,-10,3.2µM*
CCOC(=O)C1(C/C(C)=N/NC(N)=O)CC(C)OC1=O (stereo unspecified),1,-1%,?,1%,1%,4%,9,0%,-1%,18,2%
CNC(=S)N/N=C1\CC(c2ccccc2)Oc2ccccc21 (stereo unspecified),0,·,?,-18%,0%,-1%,-13,-11%,10%,-22,?
CC(=O)c1ccc(NC(=O)CCc2c(C)nn(-c3ccc(N4CCOCC4)nn3)c2C)cc1,1,0%,?,17µM*,?,?,5,0%,1%[9.26 µM],-3,14%
Cc1nn(C)c(Sc2ccccn2)c1[N+](=O)[O-],-1,-4%,2%,-3%,-1%,-1%,1,0%,-4%,-1,7%
Cc1cc(C)cc(NC(=O)C2CCCN(S(=O)(=O)c3cnc[nH]3)C2)c1 (stereo unspecified),0,7%,-6%,-1%,-1%,-1%,13,0%,4%,6,40%
